Compound activity (PubChem BioAssay)
RSV antiviral HEp-2 = RSV antiviral activity via CPE protection, HEp-2 cells, primary 10 µM value included (AID 2391); HEp-2 cells, RSV-induced CPE inhibition; higher % means a stronger effect; CPE inhibition, % at 10 µM, or IC50 in µM where a hit was titrated; actives 0.13% (n = 310,000); in the data active = a potency from the dose series; inconclusive = CPE inhibition mostly from about 23% at the one dose, without a potency; inactive = the rest, 99 in 100 with CPE inhibition below about 21%; note: strong numbers were not always called active
Myeloid diff MLP = induction of myeloid progenitor differentiation, primary screen, cell-based, flow cytometry, MLPCN library; ER-HoxA9 myeloid progenitors, lysozyme-GFP differentiation; calls only at 10 µM; actives 1% (n = 360,000); AID 624256, 2012;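 active = normalized GFP-positive differentiation at or above the plate's own cutoff, the solvent-only control mean plus 3 SD; inconclusive = no clear call, values can overlap the other calls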;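 note: cells exposed to compound for four days before flow analysis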
West Nile virus CPE = West Nile virus antiviral activity, cell-based, CPE readout (AID 1621); actives 0.02% (n = 290,000); CPE inhibition, % at 10 µM, or IC50 in µM where a hit was titrated; West Nile virus-infected cells, CPE inhibition; higher % means a stronger effect; in the data active = a potency from the dose series; inconclusive = CPE inhibition mostly from about 3.7% at the one dose, without a potency; inactive = the rest, 99 in 100 with CPE inhibition below about 2.2%; note: strong numbers were not always called active
Large T inhibition = SV40 large T antigen inhibitors, biochemical (AID 1903); SV40 large T antigen ATPase/helicase inhibition assay; higher % means a stronger effect; inhibition, % at 20 µM; hits with a dose series show IC50 in µM; actives 0.39% (n = 310,000); in the data active = a potency from the dose series; inconclusive = inhibition mostly from about 32% at the one dose, without a potency; inactive = the rest, 99 in 100 with inhibition below about 32%; note: strong numbers were not always called active
b-catenin transl = modulators of beta-catenin nuclear translocation, primary screen, imaging, HeLa cells, immunofluorescence, high-content | nuclear translocation activity, % at 5 µM | actives 0.3% (n = 190,000);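 active = nuclear translocation activity above 50% at 5 µM, with a well cell count of 50 or more; inconclusive = wells under 50 cells across six images, flagged as toxic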;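 note: per-cell ratio of nuclear to cytoplasmic median beta-catenin stain intensity; plate controls were DMSO negative control for no effect and GSK-3 inhibitor IX positive control for full effect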
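Assay system: human HeLa cells, native beta-catenin; doses: 5 µM primary, 0.02–20 µM confirmation; incubation: compound treatment 24 h, 37°C, 5% CO2; technique: fluorescence imaging of beta-catenin antibody stain plus DAPI; measure: % activation, nuclear-to-cytoplasmic median beta-catenin signal ratio per cell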
MgcRacGAP inhibition = MgcRacGAP GTPase-activating activity inhibitors, confirmation, biochemical, ADP Hunter fluorescence; Rac GTPase-activating protein 1 (Homo sapiens); MgcRacGAP-stimulated Rac1 GTP hydrolysis, ADP Hunter fluorescence; higher % means a stronger effect; GST-tagged Rac1 F28L mutant substrate; inhibition, % at 30 µM, or IC50 in µM where a hit was titrated; actives 0.6% (n = 340,000); AID 624330, 2012;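 active = first-screen hits whose inhibition reached a set limit at any dose in the follow-up dose series; inconclusive = inhibition above the set first-screen limit but never retested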;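 note: fluorescence reports GDP produced by GAP-driven GTP hydrolysis; strong numbers were not always called active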
PhoP inhibition = inhibitors of PhoP regulon expression, primary screen, Salmonella Typhimurium, GFP reporter (AID 1863) | actives 0.16% (n = 300,000) | inhibition, % at 50 µM; hits with a dose series show IC50 in µM | S. Typhimurium PhoP-regulated promoter GFP reporter, 4 h; higher % means a stronger effect;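 active = inhibition over 29.93%, a cutoff 3 SD above the screen mean, later confirmed by dose response; inconclusive = inhibition over 29.93% but no dose response follow-up; inactive = inhibition at most 29.93% or unconfirmed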;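 note: 0% = low Mg2+ inducing control and 100% = high Mg2+ repressing control; strong numbers were not always called active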
WT yeast gro inh = growth inhibition of WT strain, primary screen, mitochondrial fusion inhibitor project, WT and mutant strains, chemical genetic. mitochondrial fusion phenotypic screen. inhibition, % at 10 µM. actives 2.1% (n = 190,000). AID 1362, 2008; in the data active = inhibition above about 58%; tested in S. cerevisiae
T cell modulator = modulators of CD8 T cell-vesicle binding, primary screen, mouse 2C CD8+ T cells, flow cytometry; actives 0.068% (n = 330,000); AID 2052, 2009; calls only at 7 µM; 2C CD8+ T cell-vesicle binding; hits give low values;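 active = response, share of CD8 T cells binding vesicles, and their 90th percentile fluorescence all below set limits, cut at about 80% in these data, passing the limit was not always enough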
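Material: 2C TCR transgenic mouse naive CD8+ T cells, MACS-purified. Also added: QL9-charged Drosophila Ld/ICAM-1/B7-1 vesicles. Timing: binding 1.5 h at 37 °C. Measured by: high-throughput flow cytometry with anti-B7-1 and anti-CD8 staining. Read-out: percent CD8+ FL2 mean versus row control. Controls: Unloaded micro-vesicles (low), QL9 vesicles with 0.7% DMSO (high).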
WT yeast gro inh mutant strain = also measured in WT yeast gro inh; calls as there; inhibition, %; mitochondrial fusion phenotypic screen, mutant strain inhibition
b-catenin transl cell count 5 µM = further read-out of b-catenin transl, marked with its call; cell count; measured here: cell count, cytotoxicity flag
T cell modulator vesicle-bound % = second read-out of T cell modulator, no call of its own (marks repeat the call); double positive events, %; measured here: CD8+ vesicle-bound cell fraction;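 binding gate set so that unloaded-vesicle control wells show 10% double positive cells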
Myeloid diff MLP GFP+ MAC1+ % = also measured in Myeloid diff MLP; calls as there; GFP+ MAC1+ double positive, %; measured here: differentiation confirmed by MAC1 staining
Starred values were filed as active, the others as inactive; i = inactive; ? = inconclusive; nt = not tested or not shown.

The line under a structure holds: RSV antiviral HEp-2	Myeloid diff MLP	Myeloid diff MLP GFP+ MAC1+ %	West Nile virus CPE	Large T inhibition	b-catenin transl	b-catenin transl cell count 5 µM	MgcRacGAP inhibition	PhoP inhibition	WT yeast gro inh	WT yeast gro inh mutant strain	T cell modulator	T cell modulator vesicle-bound %
#1 CNc1nc(C)c(C(C)(C)C)s1
    0.2%	i	0.6	0.1%	8%	0.7	1355	13%	-9%	nt	nt	i	45
#2 O=C1CCc2cc(NS(=O)(=O)c3ccc(F)cc3)cc3c2N1CC3
    -2.8%	i	0.7	nt	17%	nt	nt	-3%	3%	nt	nt	i	60
#3 CSc1ccccc1NC(=O)c1ccc2c(c1)CCN2S(C)(=O)=O
    4.7%	i	0.3	0.5%	8%	nt	nt	-1%	-15%	nt	nt	i	36
#4 Clc1ccccc1-c1nnc(-c2cccs2)o1
    1.9%	i	0.8	-0.8%	10%	-4.0	1007	8%	-4%	14	18	i	54
#5 CCOc1nc(-c2ccccc2Cl)ccc1C#N
    -1.2%	i	0.6	-0.1%	19%	-1.6	1033	7%	-3%	8	12	i	16
#6 CC(c1ccco1)N(C(=O)C12CC3CC(CC(C3)C1)C2)c1ccccn1 (stereo unspecified)
    2.1%	i	2.2	-0.5%	-3%	-2.2	1020	4%	4%	28	15	i	55
#7 O=C(Nc1ccc2c(c1)OCO2)C1CC(c2ccc(Cl)cc2)=NO1 (stereo unspecified)
    1.0%	i	1.2	-0.8%	0%	5.7	1327	16%	3%	5	4	i	40
#8 CCCCOC(=O)c1ccc(Nc2ccc([N+](=O)[O-])cn2)cc1
    1.5%	i	0.8	-0.6%	11%	-0.2	1041	6%	-2%	-5	-9	i	56
#9 Cc1ccc(C(=O)Nc2nnc(CC(=O)N/N=C/c3ccncc3)s2)cc1
    1.1%	i	0.1	0.0%	6%	-0.8	1161	11%	9%	7	-15	i	48
#10 CCn1cc([N+](=O)[O-])c(=O)c2cc(F)c(N3CCOCC3)cc21
    1.2%	i	0.4	-0.2%	-25%	nt	nt	8%	1%	nt	nt	i	31
#11 Cc1ccccc1N(C(=O)c1ccccn1)C(C(=O)NCc1ccccc1)c1ccncc1 (stereo unspecified)
    2.1%	i	0.8	-0.2%	4%	nt	nt	0%	-5%	nt	nt	i	12
#12 CC(C)(C)c1ccc(OC(=O)c2ccc3snnc3c2)cc1
    2.9%	i	0.5	0.3%	9%	-1.1	960	4%	-14%	-5	-23	i	36
#13 COc1ccc2o/c(=N/NC(=O)c3cccs3)c(C(N)=O)cc2c1
    3.2%	i	1.4	-0.4%	10%	nt	nt	12%	-10%	6	7	i	60
#14 COc1ccccc1OCCC(=O)OCC(=O)NC(C)c1ccccc1 (stereo unspecified)
    1.3%	i	0.2	-0.1%	8%	-0.7	1137	11%	-12%	-11	-1	i	0
#15 CCOC(=O)c1cc2nc(-c3ccccc3)cc(C)n2n1
    -0.2%	i	0.1	-0.7%	6%	nt	nt	6%	9%	nt	nt	i	60

Next part:
The line under a structure holds: RSV antiviral HEp-2	Myeloid diff MLP	Myeloid diff MLP GFP+ MAC1+ %	West Nile virus CPE	Large T inhibition	b-catenin transl	b-catenin transl cell count 5 µM	MgcRacGAP inhibition	PhoP inhibition	WT yeast gro inh	WT yeast gro inh mutant strain	T cell modulator	T cell modulator vesicle-bound %
#16 Cc1cc(NC(=O)c2cccc(N3C(=O)CCC3=O)c2)no1
    0.7%	i	1.0	-0.3%	11%	-1.0	1374	-2%	-11%	7	7	i	11
#17 Cc1c(NC(=O)COc2ccc(C(C)C)cc2)c(=O)n(-c2ccccc2)n1C
    0.6%	i	7.3	-0.6%	3%	nt	nt	-2%	-1%	nt	nt	i	38
#18 O=C(Nc1nnc(CCS(=O)(=O)c2ccc3ccccc3c2)s1)c1ccc([N+](=O)[O-])cc1
    1.7%	i	2.2	0.3%	11%	-1.9	458	5%	1%	-2	-8	i	22
#19 COC(=O)c1cccc(NC(=O)c2ccc(S(=O)(=O)N3CCN(C)CC3)cc2)c1
    0.2%	i	2.1	0.0%	13%	-0.1	1217	4%	1%	21	6	i	24
#20 CC(CC(=O)NCc1ccc(Cl)cc1)c1ccccc1 (stereo unspecified)
    0.3%	i	0.4	-0.4%	2%	nt	nt	10%	2%	nt	nt	i	13
#21 COc1ccc(C(=O)Nc2ccc3[nH]ccc3c2)cc1
    nt	i	0.9	nt	9%	nt	nt	6%	nt	nt	nt	i	58
#22 Cc1ccc(-c2csc(NC(=O)c3ccc(C)o3)n2)cc1
    12%	i	0.6	-1.1%	-3%	nt	nt	-5%	4%	61	67	i	3
#23 CCN(CC)S(=O)(=O)c1cccc(N=Nc2c(O)c3ccccc3oc2=O)c1
    ?	i	0.3	0.6%	6%	-1.1	1265	10%	-12%	nt	nt	i	64
#24 CC(C)C1C(C#N)=C(N)Oc2n[nH]c(C(C)(C)C)c21 (stereo unspecified)
    0.6%	i	1.6	0.2%	11%	-3.3	960	9%	-5%	14	31	i	36
#25 Cc1ccc(C(=O)NNC(=S)NC(=O)c2ccco2)cc1
    -4.0%	i	0.6	-2.0%	9%	0.1	1467	-1%	-2%	66	69	i	30
#26 O=C1c2ccccc2NC(c2ccc3c(c2)OCCO3)N1c1ccc2c(c1)OCCO2 (stereo unspecified)
    0.5%	i	1.0	0.7%	9%	-3.0	1191	13%	-7%	6	2	i	56
#27 O=C(NC1CCCCC1)C(c1ccc(F)cc1)N(Cc1ccccc1)C(=O)CN1C(=O)c2ccccc2S1(=O)=O (stereo unspecified)
    0.5%	i	0.5	-0.8%	6%	-3.2	1161	1%	2%	0	5	i	4
#28 COc1ccc(OC)c(S(=O)(=O)NCCc2csc(-c3cccnc3)n2)c1
    0.5%	i	0.6	-0.1%	nt	-0.6	1351	-1%	-7%	nt	nt	i	46
#29 CC(C)(C)c1ccc(CSc2nc(N)cc(=O)[nH]2)cc1
    -0.1%	i	0.5	-0.7%	6%	nt	nt	nt	-4%	nt	nt	i	22
#30 CN(C)/C=N/c1ncc(-c2ncc(C(F)(F)F)cc2Cl)cn1
    -2.1%	i	0.2	0.1%	0%	-0.3	859	1%	6%	-8	5	i	55

Remaining list, next part.
The line under a structure holds: RSV antiviral HEp-2	Myeloid diff MLP	Myeloid diff MLP GFP+ MAC1+ %	West Nile virus CPE	Large T inhibition	b-catenin transl	b-catenin transl cell count 5 µM	MgcRacGAP inhibition	PhoP inhibition	WT yeast gro inh	WT yeast gro inh mutant strain	T cell modulator	T cell modulator vesicle-bound %
#31 O=C(CCNS(=O)(=O)c1ccccc1)OCC(=O)c1ccc[nH]1
    -0.8%	i	0.8	nt	11%	nt	nt	6%	-1%	nt	nt	i	21
#32 COc1ccccc1C(C(=O)NCc1ccc(F)cc1)N(C(=O)c1csnn1)C1CC1 (stereo unspecified)
    1.9%	i	3.1	-0.6%	12%	nt	nt	8%	-4%	nt	nt	i	17
#33 C(=N\Nc1ncnc2sc3c(c12)CCC3)/c1ccncc1
    77%	i	1.5	20%	11%	8.3	1307	5%	9%	-2	3	i	36
#34 CCC1(c2ccc(F)cc2)NC(=O)N(CC(=O)NC2CC2)C1=O (stereo unspecified)
    -1.4%	i	1.1	nt	21%	nt	nt	3%	-6%	nt	nt	i	13
#35 Cc1c(OCC(=O)N2CCC(C(=O)NCCCC(=O)O)CC2)ccc2c1oc(=O)c1ccccc12
    1.5%	i	0.9	-0.4%	9%	nt	nt	5%	-5%	nt	nt	i	12
#36 C=CCOc1cccc(C2/C(=C(/O)c3ccc(C)cc3)C(=O)C(=O)N2CCN2CCOCC2)c1 (stereo unspecified)
    1.3%	i	0.9	-0.8%	10%	0.3	1397	4%	-14%	-10	1	i	29
#37 Cc1ccc2c(c1)N(CC(=O)NCc1cccs1)C(=O)CO2
    0.4%	i	6.4	-0.5%	9%	-8.7	1005	7%	-6%	8	3	i	28
#38 Cc1cc(C)nc(NC(=O)CCN2C(=O)c3ccccc3S2(=O)=O)n1
    1.1%	i	0.4	nt	21%	nt	nt	7%	-3%	nt	nt	i	59
#39 CN(C)c1nc(N)nc(CSc2nc3c(c(=O)n(C)c(=O)n3C)n2Cc2ccccc2F)n1
    3.6%	i	1.2	-0.5%	-2%	nt	nt	3%	7%	-5	-1	i	28
#40 Cc1ccc(N2CN(Cc3cccnc3)CNC2=S)cc1
    1.0%	i	0.4	-0.2%	14%	2.0	1082	7%	12%	5	-7	i	41
#41 Cn1c(=O)c(C(=O)NCc2ccccc2)c(O)c2ccccc21
    2.6%	i	0.5	0.4%	10%	nt	nt	10%	0%	nt	nt	i	62
#42 CCOc1ccc2[nH]c(C(=O)N/N=C/c3cccc(OC)c3OC)cc2c1
    1.9%	i	0.5	0.3%	8%	nt	nt	7%	3%	nt	nt	i	57
#43 Cc1noc(NS(=O)(=O)c2ccc(N3CC(O)=C(c4ccccc4)C3=N)cc2)c1C
    2.0%	i	1.0	0.3%	?	-0.9	1167	12%	-2%	-4	9	i	26
#44 COc1ccc(/C(O)=C2/C(=O)C(=O)N(CCN3CCOCC3)C2c2cccnc2)cc1OC (stereo unspecified)
    0.6%	i	4.0	0.0%	5%	0.2	1001	7%	-3%	-2	1	i	20
